# CRE-bla Fsk: CRE-bla signaling modulation under forskolin stimulation; CHO CRE-bla reporter (cAMP response element driving beta-lactamase), forskolin EC10, beta-lactamase ratio; Potency, µM (highest dose often 38.2 µM), without a hit: at the top dose activity change, negative = inhibition, actives largely listed as activators; actives 2.5% (n = 71,000); active = well fitted activation curve with a large enough effect in the signal ratio, with a control signal flat, not every such curve was filed as active; inconclusive = small, poorly fitted or top-dose-only effect, or effect the other way, or a change in a side signal; the % refers to the signal ratio; also: potency is read from the fitted curve at half-maximal effect; % of control where 0% means no effect
#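 Forskolin analogue NKH 477 at EC10 stimulated CRE-driven beta-lactamase in CHO cells alongside compound dilution series. Beta-lactamase was measured with CCF4, excitation 405 nm, emission ratio 460/530 nm.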
# 4MU fluor: compounds fluorescent in 4-MU spectral region; actives 11% (n = 59,000); max dye-equivalent concentration, M; compound autofluorescence, 340/450 nm, 4-MU equivalents; hits give high values; in the data active = max dye-equivalent concentration above about 10 nM; inconclusive = mostly about 1.1 nM to 9.6 nM
#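 Intrinsic fluorescence at 340/450 nm (ex/em) was read after 15 min at room temperature in pH 8.0, 100 mM Tris. Each compound concentration expressed as 4-MU-equivalent concentration from a six-point 4-MU standard series on each plate.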
# Ub-GFP proteasome: inhibits proteasome, raising ubiquitin-GFP reporter fluorescence; Ubiquitin-GFP reporter cells, proteasome inhibition, GFP fluorescence; response scale: untreated = 0%, 10 µM MG-132 = 100%; Potency, µM (highest dose often 45.9 µM), without a hit: top-dose activation (GFP accumulation), hits mostly activators; 67,000 tested, under 10 active; AID 526; active = well fitted activation curve with a large enough effect, not every such curve was filed as active; inconclusive = small, poorly fitted or top-dose-only effect, or another doubt; inactive = no such curve, though single readings can be large or run the other way; also: potency is read from the fitted curve at half-maximal effect
#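 U2OS Ub(G76V)-GFP reporter; O/N plating, 0.5% FBS; cpd 46 uM–2.9 nM, 4 h, 37 °C; GFP+ cell count, 488/515 nm; norm. to basal vs 10 uM MG-132; CRC fit.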
# ALOX15 inhib: inhibitors of human 15-lipoxygenase (ALOX15). purified 15hLO-1, xylenol orange hydroperoxide absorbance. AID 887. Potency, µM (titrated, usually from 57.1 µM), inactives show top-dose activity change, negative = inhibition, actives largely listed as inhibitors. actives 1.4% (n = 74,000); also: potency is read from the fitted curve at half-maximal effect; % is scaled to controls: 0 for no effect and ±100 for the full control effect; nearly all actives have a fitted effect of over 55% in size
# Target sequence (P16050 whole entry, looked up): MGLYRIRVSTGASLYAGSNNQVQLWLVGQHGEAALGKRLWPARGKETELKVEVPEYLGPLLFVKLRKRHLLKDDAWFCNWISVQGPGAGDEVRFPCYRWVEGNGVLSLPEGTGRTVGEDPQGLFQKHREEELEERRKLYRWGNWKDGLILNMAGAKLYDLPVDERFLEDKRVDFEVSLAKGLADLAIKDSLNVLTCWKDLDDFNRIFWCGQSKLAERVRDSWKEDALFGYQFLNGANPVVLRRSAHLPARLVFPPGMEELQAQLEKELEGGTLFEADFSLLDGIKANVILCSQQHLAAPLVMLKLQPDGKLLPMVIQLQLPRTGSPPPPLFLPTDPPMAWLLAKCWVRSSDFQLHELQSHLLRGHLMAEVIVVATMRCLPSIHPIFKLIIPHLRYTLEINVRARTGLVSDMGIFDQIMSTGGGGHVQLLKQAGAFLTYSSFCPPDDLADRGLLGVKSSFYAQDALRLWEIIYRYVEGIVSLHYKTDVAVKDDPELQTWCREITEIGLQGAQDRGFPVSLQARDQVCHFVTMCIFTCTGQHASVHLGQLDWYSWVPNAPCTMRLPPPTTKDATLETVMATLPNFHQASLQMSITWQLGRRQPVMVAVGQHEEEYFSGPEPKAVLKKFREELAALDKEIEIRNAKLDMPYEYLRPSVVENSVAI
#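 Purified human 15hLO-1 (40 nM) in 25 mM Hepes pH 7.5, 0.01% Triton X-100, preincubated 15 min RT with compound, then 50 uM arachidonic acid for 6 min. Hydroperoxide read by ferrous/xylenol orange, 30 min; 573/405 nm absorbance ratio gave progress.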
# BRCT PPI green: BRCA1 BRCT-phosphoprotein interaction inhibition; P38398; BRCA1 BRCT-phosphopeptide binding, green fluorescence polarization; Potency, µM (doses to about 76.9 µM), for the others: top-dose activity change, negative = inhibition, usual class: inhibitors; actives 0.05% (n = 75,000);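 also: potency is read from the fitted curve at half-maximal effect; plate controls were peptide without protein for full effect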
#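 Compounds were incubated for 12 min at room temperature with a complex of 100 nM fluorescein-tagged pBACH1 decapeptide and 250 nM His-tagged BRCT protein. Buffer was phosphate pH 7.3 with EDTA, DTT and Tween 20. Disruption of binding lowers the polarization signal.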
# Pol III holo inh: inhibitors of bacterial DNA polymerase III holoenzyme | reconstituted DNA polymerase III holoenzyme replication, biochemical | Potency, µM (highest dose often 57.1 µM), inactives show top-dose activity change, negative = inhibition | actives 0.25% (n = 71,000); also: potency is read from the fitted curve at half-maximal effect; % is scaled to controls: 0 for no effect and ±100 for the full control effect
#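 Reconstituted *E. coli* holoenzyme (0.35 nM Pol III, 1 nM beta, 154 nM SSB, 2 nM primase) was preincubated with compound for 15 min at RT. Synthesis on 1.4 nM ssM13Gori ran 35 min, then was stopped with PicoGreen/EDTA and read as dsDNA fluorescence.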
# A350 autofl: A350 region autofluorescence; max dye-equivalent concentration, M; Compound autofluorescence, 340/450 nm, Alexa 350 dye-equivalents; hits give high values; actives 11% (n = 59,000); in the data active = max dye-equivalent concentration above about 10 nM; inconclusive = mostly about 1.1 nM to 9.6 nM
# Hsp90 Hop PPI: changes Hsp90-Hop TPR2A binding signal, up or down; AlphaScreen TPR2A-His6 binding biotin-Hsp90 C-terminal peptide; Potency, µM (highest dose often 57 µM), for the others: at the highest dose activity change, negative = inhibition; actives 0.44% (n = 71,000); AID 595; active = well fitted curve in either direction with a large enough effect; inconclusive = small, poorly fitted or top-dose-only effect, or another doubt; also: potency is read from the fitted curve at half-maximal effect; % is scaled to controls: 0 for no effect and ±100 for the full control effect; many of its hits are not listed in these tables
# GFP derepression: derepresses silenced GFP locus in mouse C127i cells; mouse C127i GFP locus derepression, cytometry, 30 h; Potency, µM (top dose mostly 46.1 µM), without a hit: at the top dose GFP derepression (activation); actives 0.09% (n = 68,000); AID 597; also: % of control where 0% means no effect
#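 Murine C127i mammary cells carrying a silenced, stably integrated CMV-driven GFP reporter were treated with compound for 30 hours at 37 C. After PBS washes, GFP-positive cells were counted by laser-scanning microplate cytometry.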
# HBB splicing: modulators of hemoglobin beta chain splicing; Potency, µM (highest dose often 46.1 µM), inactives show at the highest dose activation, most hits filed as activators; actives 0.06% (n = 65,000); HBB splicing reporter cell assay, activation; EGFP reporter with mutant IVS2-654 intron; response scale: normalised to 500 nM splice-correcting PNA; also: potency is read from the fitted curve at half-maximal effect; 0% is about no effect
#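 Compounds were applied for 2 days to HeLa EGFP-654 cells, 500/well in Optimem with 2% FCS. The reporter's EGFP is disrupted by mis-splicing of beta-globin intron IVS2-654. Readout: summed well GFP fluorescence from 488 nm laser scanning; reference was 500 nM antisense […] 654 PNA.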
# BRCT inh red: inhibitors of human BRCA1 BRCT-phosphoprotein interaction (red fluorophore); P38398; BRCT-phosphopeptide binding, red fluorescence polarization; Potency, µM (series often up to 76.9 µM), without a hit: at the top dose activity change, negative = inhibition, hits mostly inhibitors; actives 0.03% (n = 75,000); also: % is scaled to controls: 0 for no effect and ±100 for the full control effect
#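 Rhodamine-labelled pBACH1 10-mer (100 nM) bound to BRCT domain (100 nM) at pH 7.3; compounds incubated 12 min room temperature, polarization read. Free peptide defines full inhibition; unlabelled decapeptide titrated as control.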
# Starred values were filed as active, the others as inactive; i = inactive; ? = inconclusive; . = not tested or not shown; & = joins results of further samples; [ ] = remark or other dose. Unless noted, calls follow the shape of the dose curve; as a rule, active = well fitted curve in the direction sought with a large enough effect; inconclusive = small, poorly fitted or top-dose-only effect, or another doubt; inactive = no such curve, though single readings can be large; an effect the other way counts as inactive or inconclusive. Rows are unselected; 12% or so of the library scored in one or more.
SMILES,CRE-bla Fsk,4MU fluor,Ub-GFP proteasome,ALOX15 inhib,BRCT PPI green,Pol III holo inh,A350 autofl,Hsp90 Hop PPI,GFP derepression,HBB splicing,BRCT inh red
CC(=O)N1CCc2cc(S(=O)(=O)NC(C(=O)NC3CCCc4ccccc43)C(C)C)ccc21 (configuration not stated),?,i,-5%,0%,-1.2%,-5%,i,-8%,1%,1.7%,0.5%
COc1ccc(OC)c(C2=NOC(C(=O)Nc3cc(C)nn3-c3ccccc3)C2)c1 (configuration not stated),?,.,1%,-2%,0.3%,-2%,.,-3%[2.3 µM],.,-1.4%,2.0%
COc1ccc(S(=O)(=O)N2CCC(C(=O)NCC(c3cccs3)N(C)C)CC2)cc1 (configuration not stated),-9%,i,0%,7%,-0.8%,1%,i,2%,0%,-1.7%,1.0%
CC1(C)CC(=O)C=C(NCCN2CCN(C(=O)Nc3ccccc3)CC2)C1,-1%,i,4%,1%,-1.3%,-4%,i,-2%,-1%,.,0.4%
CN(C)C(=O)N1CCC(C(=O)NCc2ccccc2Cl)CC1,-3%,1.2e-08M*,-2%,3%,-0.9%,-8%,1.3e-08M*,0%,2%,0.5%[57.5 µM],0.1%
N#Cc1ccc(Oc2ccc(C(N)=O)cc2)cc1C#N,-4%,i,-1%,2%,-0.9%,2%,i,-3%,2%,0.1%[57.5 µM],0.4%
Cn1c(=O)c2c(nc(Sc3n[nH]c(N)n3)n2Cc2ccccc2Cl)n(C)c1=O,20%,i,-3%,4%,1.1%,2%,i,-2%,0%,-0.2%,1.0%
CCCn1c(=O)c2c(ncn2C)n(CCC)c1=O,?,i,-5%,-8%,-2.2%,-2%,i,-2%,3%,2.1%,1.5%
CC(C)CN(C(=O)COC(=O)Cn1cnc2ccccc2c1=O)C1CCS(=O)(=O)C1 (configuration not stated),-1%,?,5%,4%,-1.2%,1%,?,-1%,0%,-0.2%[57.5 µM],0.6%
COCCNC(C)C(=O)C12CC3CC(CC(C3)C1)C2 (configuration not stated),?,i,4%,9%,-0.9%,-9%,i,0%,0%,-0.9%[57.5 µM],1.2%
CCN(CC)S(=O)(=O)c1cc(Br)ccc1OC,-7%,.,-17%,2%,-1.5%,-3%,.,3%,0%,-0.4%[9.22 µM],0.8%
COCCCn1c(-c2ccsc2)nc2c1c(=O)[nH]c(=O)n2Cc1ccccc1,?,1.2e-08M*,-6%,-1%,8.6%,-1%,1.2e-08M*,0%,2%,-0.1%[57.5 µM],-0.3%
C[C@H]1CCCC2(CC[N+](C)(CCC[N+](C)(C)C)CC2)C1 (some centres not stated),-2%[7.6 µM],i,-2%[9.17 µM],6%[11.4 µM],-2.1%[15.4 µM],-7%[11.4 µM],i,5%[11 µM],2%[9.22 µM],-0.1%[9.22 µM],-1.0%[15.4 µM]
COc1ccccc1-c1noc(CCC(=O)Nc2cccc(C(F)(F)F)c2)n1,-10%,i,-4%,-21%,1.6%,2%,i,4%,0%,2.4%[57.5 µM],-2.2%
COc1cccc(C(=O)OC(C)CN2CCCC2)c1 (configuration not stated),-9%,i,2%,-17%,-1.1%,-4%,i,?,2%,.,2.9%
CCCCCCN(CCCCCC)C(=O)Cc1c(-c2ccc(Cl)cc2)[nH]c2ccc(Cl)cc12,13%,.,-4%,3%[25.6 µM],-0.2%,0%,.,-1%,2%,.,-0.7%
CCOC(=O)Nc1ccc2c(c1)N(C(=O)CN1CCN3CCCC3C1)c1ccccc1CC2 (configuration not stated),-7%,i,-4%,-8%,-1.0%,-1%,i,-2%,-2%,0.2%[57.5 µM],-0.8%
C=CCn1c(=N)n(CC(=O)OC)c2ccccc21,-1%,i,-2%,12%,-0.5%,-10%,i,2%,-2%,.,1.0%
CCOc1ccc(NS(=O)(=O)c2ccc3[nH]cc(C(=O)NC(C)CC)c(=O)c3c2)cc1 (configuration not stated),?,i,6%,25µM*,-1.7%,-10%,i,-4%,0%,-3.3%,-1.0%
Cn1c2ccccc2c2cnn(CC(=O)N3CCN(c4ncccn4)CC3)c(=O)c21,-4%,i,3%,1%,-0.6%,-4%,i,3%,3%,-0.1%,0.3%
NCCN1CCN(CCN)CC1,-7%,i,5%,62%[activator],-4.4%,-4%,?,-4%,2%,-2.7%,0.5%
COC(=O)[C@H]1[C@H]2C[C@H]3c4[nH]c5ccccc5c4CCN3C[C@@H]2CC[C@@H]1O,-7%&-5%,?,1%&-4%,0%&6%,-6.0%&-0.5%,-5%&-10%,?,-3%&-7%,-1%&-1%,0.9%&0.2%,-1.8%&-1.0%
CCC(=O)n1nc(NCc2ccc(OC)c(OC)c2)nc1NCc1ccc(OC)c(OC)c1,?,i,-3%,-1%,-1.5%,6%,i,-8%,0%,-1.4%,0.1%
Cc1ccc2nc(Nc3ccc4[nH]c(=O)[nH]c4c3)c(-n3nc(C)cc3C)nc2c1,?,i,-3%,-24%,0.7%,-2%,i,-9%,29%,0.1%,-0.2%
Cc1nc2oc(C(=O)c3ccccc3)c(N)c2c2c1COC(C)(C)C2,5%,?,-1%,-1%,-1.4%,-4%,?,9%,0%,1.9%,-0.3%
CCOC(=O)C(C)Oc1cccc2c(=O)n(CC(=O)N3CCc4ccccc43)ccc12 (configuration not stated),-10%,.,-6%,5%,-1.7%,-3%,.,-5%,.,-0.4%,-1.0%
COc1ccc(S(=O)(=O)N2CCN(CCO)CC2)cc1-c1nnc2c3ccccc3c(C)nn12,?,.,-3%,8%,4.0%,-2%,.,-2%,.,0.8%,-1.3%
CCN(CC)S(=O)(=O)c1ccc(F)c(C(=O)NCCCN2CCOCC2)c1,7%,i,4%,1%,-1.9%,-2%,i,-2%,-2%,3.3%[1.84 µM],0.0%
O=C(Cn1nnc(-c2ccccc2F)n1)Nc1ccc(S(=O)(=O)NC2CCCC2)cc1,-3%,i,2%,-9%,-1.7%,1%,i,-6%,1%,.,-1.2%
CCC(=O)Nc1cccc(NC(=O)c2cc3ccccc3o2)c1,?,.,-3%,-13%,0.7%,-5%,.,-2%,-4%,0.3%,-2.6%
O=C(Nc1nc(-c2cccs2)cs1)c1ccc(S(=O)(=O)N2CCCC2)cc1,?,2.3e-08M*,5%,-6%,-0.5%,-1%,3.9e-08M*,3%,1%,1.8%,1.5%
CCCCSc1nc2c(cnn2-c2ccc(Cl)cc2)c(=O)[nH]1,?,i,-5%,-3%,-3.9%,-5%,i,-1%,-3%,0.1%,0.1%
Cn1c2ccccc2c2ncn(CCCN3CCOCC3)c(=O)c21,?,1.4e-08M*,0%,-1%,0.0%,-5%,?,-4%,-2%,0.4%[1.84 µM],0.7%
CCOC(=O)C(CCOc1cccc(CC)c1)C(=O)OCC,-1%,.,14%,23%,1.4%,-3%,.,25µM*,2%,0.0%,1.6%
Cc1cc(C)cc(N2C(=O)N(c3ccccc3C)C3CS(=O)(=O)CC32)c1 (configuration not stated),-6%,i,-3%,7%,-0.3%,-6%,i,-1%,-3%,-1.1%,-1.6%
NC12CC3CC(CC(C3)C1)C2,0%[17.1 µM],i,-4%[20.5 µM],5%,-2.9%[3.08 µM],-9%[25.6 µM],i,?,0%[20.6 µM],1.7%[20.6 µM],0.0%
CS(=O)(=O)N1CCN(C(=O)c2cccnc2)CC1,1%,i,-7%,11%,-3.5%,-5%,i,-3%,1%,.,-2.5%
CSc1nc(=O)n(-c2ccccc2)c(C)c1C(C)=O,10%,.,-3%,3%,-4.4%,-5%,.,-1%,-2%,-0.2%[9.22 µM],0.4%
COc1ccc(Cn2nnnc2C(c2ccccc2Cl)N2CCN(C3CCCC3)CC2)cc1 (configuration not stated),-18%,i,-4%,-6%,2.8%,1%,i,-4%,0%,.,-0.8%
O=C(Nc1ccc(N2CCOCC2)c(Cl)c1)c1cccc(F)c1,-8%,i,3%,0%,-1.3%,-9%,i,-5%,0%,-1.1%,-0.5%

# Some of these compounds in order of molecular weight, rising.
SMILES,CRE-bla Fsk,4MU fluor,Ub-GFP proteasome,ALOX15 inhib,BRCT PPI green,Pol III holo inh,A350 autofl,Hsp90 Hop PPI,GFP derepression,HBB splicing,BRCT inh red
Cn1c(=O)c2c(nc(Sc3n[nH]c(N)n3)n2Cc2ccccc2Cl)n(C)c1=O,20%,i,-3%,4%,1.1%,2%,i,-2%,0%,-0.2%,1.0%
COc1ccc(S(=O)(=O)N2CCC(C(=O)NCC(c3cccs3)N(C)C)CC2)cc1 (configuration not stated),-9%,i,0%,7%,-0.8%,1%,i,2%,0%,-1.7%,1.0%
CC(=O)N1CCc2cc(S(=O)(=O)NC(C(=O)NC3CCCc4ccccc43)C(C)C)ccc21 (configuration not stated),?,i,-5%,0%,-1.2%,-5%,i,-8%,1%,1.7%,0.5%

# From PubChem
